AMA1 RON2 block: qHTS for Inhibitors of AMA1-RON; Towards Development of Antimalarial Drug Lead: Primary Screen | AlphaScreen AMA1-biotinylated RON2 peptide binding | AID 720542, 2013 | Plasmodium falciparum AMA1 (3D7) - RON2 peptide interaction | actives 0.2% (n = 360,000) | Potency, µM (series often up to 58.2 µM), without a hit: at the top dose activity change, negative = inhibition, most hits filed as inhibitors;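 note: potency is the fitted concentration of half-maximal effect; 0% = vehicle wells and -100% = peptide control; nearly all actives have a fitted effect of over 45% in size; some results filed as inactive show a strong effect at the top dose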
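AMA1 (3D7) with his tag at 25 nM final met compounds first, then biotinylated RON2 peptide at 25 nM; detection used donor plus acceptor beads, 10 µg/mL apiece, read by AlphaScreen after 30 min at room temperature.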
AmpC detergent: qHTS Inhibitors of AmpC Beta-Lactamase (assay with detergent). actives 0.041% (n = 370,000). AmpC hydrolysis of nitrocefin, absorbance 480 nm, 0.01% Triton. Potency, µM (doses to about 114 µM), for the others: at the highest dose activity change, negative = inhibition, usual class: inhibitors;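 note: potency is the fitted concentration of half-maximal effect; 0% = no-compound wells and -100% = no-enzyme wells; nearly all actives have a fitted effect of over 25% in size; some results filed as inactive show a strong effect at the top dose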
Target sequence (P00811 whole entry, looked up): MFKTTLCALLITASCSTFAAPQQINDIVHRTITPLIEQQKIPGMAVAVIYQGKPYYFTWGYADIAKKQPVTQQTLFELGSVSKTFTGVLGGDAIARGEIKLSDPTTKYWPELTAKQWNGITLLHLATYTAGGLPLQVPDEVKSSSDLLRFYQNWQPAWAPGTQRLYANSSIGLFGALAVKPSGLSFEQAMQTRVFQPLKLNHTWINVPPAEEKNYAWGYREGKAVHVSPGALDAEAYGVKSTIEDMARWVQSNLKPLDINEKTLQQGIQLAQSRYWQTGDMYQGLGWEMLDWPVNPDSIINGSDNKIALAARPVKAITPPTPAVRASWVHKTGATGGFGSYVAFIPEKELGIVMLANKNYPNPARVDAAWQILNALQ
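20 mM phosphate pH 7.0 + 0.01% (detergent screen) or 0.0001% Triton X-100; 5.3 nM AmpC reagent; cpd preinc 15 min RT; nitrocefin (800 uM stock) to start; A480 q20 s × 4 min; Activity was normalised to no-enzyme and no-compound control wells.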
HCV inhibitor: qHTS Assay for Inhibitors of Hepatitis C Virus (HCV); Potency, µM (series often up to 41.8 µM), without a hit: at the top dose activity change, negative = inhibition, actives largely listed as inhibitors; Huh7.5.1 HCVcc-Cre infection, luciferase reporter, 44 h; actives 3.4% (n = 340,000); note: potency is the fitted concentration of half-maximal effect
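Luciferase read-out (15 sec integration) after a 15 min room-temperature substrate step quantifies HCVcc-Cre infection. Cells, 1,000 per well, had compound added 4 h post-plating, then virus at ~0.5 moi, and were cultured 44 h.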
Tb PYK inh: qHTS of Trypanosoma Brucei Inhibitors. pyruvate kinase (Trypanosoma brucei), Q57TT1. TbPYK enzyme, Kinase-Glo Plus ATP luminescence, 45 min. Potency, µM (titrated, usually from 76.8 µM), without a hit: top-dose activity, negative = inhibition, usual class: inhibitors. actives 0.12% (n = 410,000). AID 624173, 2012; note: potency is the fitted concentration of half-maximal effect; nearly all actives have a fitted effect of over 50% in size
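Luminescence from Kinase-Glo Plus, added after a 45-minute room-temperature reaction, served as the end-point read-out. The enzyme and substrate were preincubated with compound before ADP (130 uM final) initiated turnover. Concentration-effect curves came from normalized qHTS data.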
HCMV antiviral: qHTS Assay for inhibitors of the human cytomegalovirus (HCMV); HFF cells, HCMV-luciferase reporter, 72 h; stronger effect = lower value; activity change, negative = inhibition, % at 57.5 µM; actives 4.5% (n = 410,000); in the data active = activity change below about -60%; inconclusive = no clear call, values can overlap the other calls; inactive = above about -39%
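Inhibition of viral replication was scored as loss of reporter luminescence in HFFs infected with HCMV-luciferase (MOI 1 PFU/cell) for 72 h; compounds tested at 2 doses, normalized to buffer and Salinomycin controls.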
LmPK inhibitor: qHTS Assay for Inhibitors of Leishmania Mexicana Pyruvate Kinase (LmPK) | Q27686 | purified LmPK, Kinase-Glo ATP luminescence, 1 h | Potency, µM (titrated, usually from 57.5 µM), inactives show at the top dose activity change, negative = inhibition, most hits filed as inhibitors | actives 0.37% (n = 290,000) | AID 1721, 2009; note: potency is the fitted concentration of half-maximal effect
Target sequence (Q27686 whole entry, looked up): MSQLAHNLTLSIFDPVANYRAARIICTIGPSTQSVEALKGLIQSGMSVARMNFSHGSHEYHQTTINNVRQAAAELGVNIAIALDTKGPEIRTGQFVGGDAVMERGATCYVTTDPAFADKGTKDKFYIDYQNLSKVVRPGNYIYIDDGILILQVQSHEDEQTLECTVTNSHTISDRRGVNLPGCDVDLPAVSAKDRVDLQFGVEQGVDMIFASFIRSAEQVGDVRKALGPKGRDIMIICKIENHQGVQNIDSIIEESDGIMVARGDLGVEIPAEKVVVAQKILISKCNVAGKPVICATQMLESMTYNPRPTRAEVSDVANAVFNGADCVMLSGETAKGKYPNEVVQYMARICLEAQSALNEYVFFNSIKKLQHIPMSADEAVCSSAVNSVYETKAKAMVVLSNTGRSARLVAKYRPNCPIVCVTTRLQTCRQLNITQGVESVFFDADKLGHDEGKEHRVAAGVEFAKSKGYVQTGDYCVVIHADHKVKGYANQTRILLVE
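Screened at intermediate enzyme activity to detect both inhibitors and activators: LmPK at 0.1 nM, with a 0.5 nM enzyme column as activation reference. PEP 0.5 mM, ADP 0.1 mM; ATP detected by luminescence after 1 h.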
AmpC inh no detg: qHTS Inhibitors of AmpC Beta-Lactamase (assay without detergent); P00811; AmpC nitrocefin hydrolysis, absorbance 480 nm, 0.0001% Triton; Potency, µM (highest dose often 57.1 µM), inactives show at the top dose activity change, negative = inhibition, actives largely listed as inhibitors; actives 0.52% (n = 330,000);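 note: potency is the fitted concentration of half-maximal effect; plate controls were no compound for no effect and no enzyme for full effect; nearly all actives have a fitted effect of over 20% in size; some results filed as inactive show a strong effect at the top dose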
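20 mM phosphate pH 7.0 + 0.01% (detergent screen) or 0.0001% Triton X-100; 5.3 nM AmpC reagent; cpd preinc 15 min RT; nitrocefin (800 uM stock) to start; A480 q20 s × 4 min; Activity was normalised to no-enzyme and no-compound control wells.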
* hit, by the source's call; ? = inconclusive; / = not tested or not shown; [ ] = remark or other dose. Unless noted, calls come from the whole dose curve; as a rule, active = well fitted curve in the direction sought with a large enough effect; inconclusive = small, poorly fitted or top-dose-only effect, or another doubt; inactive = no such curve, though single readings can be large; an effect the other way counts as inactive or inconclusive. Unless noted, % is set by controls: 0 for no effect and ±100 for the full control effect.

SMILES	AMA1 RON2 block	AmpC detergent	HCV inhibitor	Tb PYK inh	HCMV antiviral	LmPK inhibitor	AmpC inh no detg
CCc1ccccc1NC(=O)Cn1nnc(C(=O)NCc2ccco2)c1N	/	-2%	/	5%	31	/	/
COc1ccccc1NC(=O)CSc1nc(O)cc(=O)n1C	6%	-1%	12%	-8%	-18	-1%	-25%
COc1cccc(N2CCN(C(=O)C3CCC(=O)N(C4CCCCCC4)C3)CC2)c1 (stereo not drawn)	-12%	1%	?	-1%	22	-2%	192%[activator]
O=Nc1c(-c2ccccc2)[nH]n(-c2ccccc2)c1=O	11%	?	-10%	-2%	-17	11%	-29%
CCN(CC)S(=O)(=O)c1ccc(N2CCN(S(=O)(=O)c3ccccc3)CC2)nc1	9%	-13%	16%	6%	13	-1%	-3%
Cc1nonc1OC(C)CNCCNc1ccc([N+](=O)[O-])cc1 (stereo not drawn)	-6%	-1%	5%	2%	12	0%	-18%
O=C(Cn1cc2c(n1)CCCC2)Nc1ccccc1Br	2%	-6%	-6%	1%	-20	5%	1%
Cn1cnc([N+](=O)[O-])c1NCc1ccccc1	3%	-7%	6%	1%	-22	-2%	2%
CCCNc1nc2c(c(=O)n(C)c(=O)n2C)n1CC(O)COc1ccccc1 (stereo not drawn)	/	15%	/	3%	0	/	/
CCOc1ccccc1NC(=O)CSc1n[nH]c(=O)n1-c1ccccc1	-4%	/	?	9%	19	/	/
O=C(Cn1nc(-c2ccc(Cl)cc2)ccc1=O)N1CCC2(CC1)OCCO2	-15%	-1%	3%	0%	-20	3%	60%[activator]
Cc1cc2c(NC(=O)Nc3ccccc3)cccc2nn1	0%	12%	?	3%	44	4%	-25%
CCn1cc(/C=C/C(=O)Nc2c(C)nn(Cc3ccccc3)c2C)cn1	0%[2.32 µM]	-7%	6%	-4%	-1	-5%	8%
CCOCCCNC(=O)Cc1c(C(=O)O)[nH]c2ccc(Cl)cc12	5%	-8%	3%	1%	45	-1%	-27%
COc1cc2[nH]c(=O)n(CCCCCC(=O)N3CCN(c4cccc(C(F)(F)F)c4)CC3)c(=O)c2cc1OC	/	0%	/	4%	-70*	/	/
O=C(NNC(=O)C1[C@H]2CCCC[C@@H]12)Nc1cccc2ccccc12 (stereo partly drawn)	72%[activator]	7%	0%	-8%	-37	-5%	-27%
COc1cc2c(cc1NC(=O)COC(=O)CNC(=O)c1ccccc1)oc1ccccc12	-2%	0%	10µM*	2%	?	-2%	-19%
Clc1ccc(CNCc2cccs2)c(Cl)c1	-2%	-8%	16%	17%	18	2%	-21%
COc1ccc(-c2cc(C(=O)N/N=C(\C)c3ccco3)c3ccccc3n2)c(OC)c1	78%[activator]	-7%	-19%	-3%	18	-3%	-1%
Cc1c(C(=O)NCc2ccc3c(c2)OCO3)oc2ccc(S(=O)(=O)N3CCCCCC3)cc12	-5%	6%	?	-3%	-32	1%	/
Cc1ccc(-n2c(SCC(=O)c3c(N)n(C4CC4)c(=O)[nH]c3=O)nnc2N2CCOCC2)cc1	-5%	?	-4%	1%	3	/	0%
COC(=O)c1ccc(N2CN=C(c3ccc(C)cc3)NC2=S)cc1	-7%	-4%	-22%	2%	53	1%	-33%
COCCN(CCOC)S(=O)(=O)c1ccc(C(=O)Nc2c(C)n(C)n(-c3ccccc3)c2=O)cc1	-7%	1%	7%	-3%	-10	1%	-1%
CCC(C)N(NC(C)=O)c1nc(Cl)nc(NC(C)(C)C)n1 (stereo not drawn)	-2%	5%	8%	0%	53	2%	-5%
COc1cnc(-c2ccccn2)nc1Sc1ccc(F)cc1	89%[activator]	6%	0.56µM*	-1%	?	6%	69%[activator]
COc1ccc(C2SCCN2C(=S)Nc2ccc(F)cc2)cc1 (stereo not drawn)	9%	-9%	-13%	1%	-30	3%	-29%
CC1(C)CC(NS(=O)(=O)c2ccc(S(=O)(=O)N3CCOCC3)cc2)CCO1 (stereo not drawn)	6%	-13%	/	4%	-23	-7%	-4%
CCOC(=O)C1=C(c2ccccc2)c2ccccc2N(S(=O)(=O)C(F)(F)F)C1C(=O)OCC (stereo not drawn)	-6%	/	2.8µM*	5%	-16	/	95%[activator]
COc1ccccc1N(C)S(=O)(=O)c1ccc(C(=O)NC(C)c2ccccc2)cc1 (stereo not drawn)	3%	1%	?	22%	-33	-1%	-9%
CN(CC(=O)Nc1cccc(F)c1)C(=O)C1CSC2(C)CCC(=O)N12 (stereo not drawn)	-25%	0%	6%	4%	-30	/	-1%
C[C@@H]1CN([C@H](C)CO)C(=O)CCCn2nncc2CO[C@H]1CN(C)S(=O)(=O)c1ccc(Oc2ccccc2)nc1	-2%	/	/	-3%	-6	/	/
COCCNC(=O)CN1C(=O)NC2(CCCc3cc(OC)ccc32)C1=O (stereo not drawn)	-9%	0%	11%	1%	14	4%	-4%
COc1ccc(-c2cc3ccc(F)cc3cn2)cc1	4%	/	-4%	3%	-33	/	-10%
Cc1cc(=O)oc2cc(OCC(=O)Nc3ccc4[nH]c(=O)[nH]c4c3)ccc12	-25%	-8%	48%[activator]	7%	-9	/	-22%
Cc1ccc(/C=C/C(=O)OCC(=O)Nc2ccc3[nH]c(=O)[nH]c3c2)o1	24%	-16%	25%	-2%	-9	/	-15%
O=C(CCCc1ccccn1)c1ccccc1	26%	/	13%	0%	58	/	/
Cc1nn(C)cc1/C=C/C(=O)c1ccc(O)cc1	4%	-5%	6%	-16%	43	-16%	-24%
Cc1ccc(CSc2nnc(CCCCCNC(=O)OC(C)(C)C)o2)cc1	-12%	-1%	?	-16%	-13	0%	95%[activator]
CCC1(COC(NC(=O)c2cccnc2)(C(F)(F)F)C(F)(F)F)COC1	-9%	?	5%	0%	8	1%	22%
CN(C(=O)COC(=O)c1n[nH]c2ccccc12)c1ccccc1	6%	2%	-4%	0%	-6	15%	-2%
CNC(=O)c1c(NC(=O)C(C)C)sc2c1CCC2	4%	-8%	?	-1%	14	-6%	7%
CC(C)Cn1c(-c2ccccc2Cl)nc2ccccc21	/	16%	/	-1%	11	/	/
CCC/C=C1/CCCOC(C(=O)NCc2ccc(S(C)(=O)=O)cc2)(C(F)(F)F)C1 (stereo not drawn)	-23%	/	7%	3%	16	/	/
O=C(OCn1nnc2ccccc2c1=O)c1ccco1	5%	?	13%	0%	-2	-2%	-54%
c1ccc(OCc2nn3c(-c4cccnc4)nnc3s2)cc1	8%	-13%	15%	0%	-39	-4%	16%

Already shown: 3 of the compounds above.
SMILES	AMA1 RON2 block	AmpC detergent	HCV inhibitor	Tb PYK inh	HCMV antiviral	LmPK inhibitor	AmpC inh no detg
C[C@@H]1CN([C@H](C)CO)C(=O)CCCn2nncc2CO[C@H]1CN(C)S(=O)(=O)c1ccc(Oc2ccccc2)nc1	-2%	/	/	-3%	-6	/	/
COCCNC(=O)CN1C(=O)NC2(CCCc3cc(OC)ccc32)C1=O (stereo not drawn)	-9%	0%	11%	1%	14	4%	-4%
COc1ccc(-c2cc3ccc(F)cc3cn2)cc1	4%	/	-4%	3%	-33	/	-10%

Following part
SMILES	AMA1 RON2 block	AmpC detergent	HCV inhibitor	Tb PYK inh	HCMV antiviral	LmPK inhibitor	AmpC inh no detg
CCOC(=O)c1cc2c(=O)n3ccccc3nc2n(Cc2ccco2)c1=NC(=O)c1cccc(F)c1	/	4%	/	0%	-13	/	/
COc1ccc(CCNC(=O)CCCn2c(=O)c3ccccc3n(Cc3c(C)cc(C)cc3C)c2=O)cc1OC	/	-2%	/	-3%	13	/	/
Cc1cc(C(=O)NNC(=O)Nc2ccc(Cl)cc2)no1	73%[activator]	3%	9%	3%	86	2%	-22%
S=C(NCc1ccc(Cl)cc1)Nc1ccccc1Cl	10%[2.32 µM]	-17%	-5%	-4%	?	1%	-26%
COC(=O)COc1cc2ccccc2cc1C(=O)Nc1ccccc1	-2%	4%	-12%	4%	-9	3%	-13%
CC(C)COc1ccccc1C(=O)NC(CO)C(=O)O (stereo not drawn)	25%	1%	16%	0%	-6	0%	-21%
CC(=NNC(=S)N1CCCC1)c1ccccn1	88%[activator]	/	/	-21%	-99*	/	/
CCOC(=O)C1=CC[C@@H](c2ccccc2)N(S(=O)(=O)c2ccc(C)cc2)[C@H]1/C=C/c1ccccc1	-7%	/	/	-4%	-35	/	/

Full records, looked up by structure. Values in the order: AMA1 RON2 block | AmpC detergent | HCV inhibitor | Tb PYK inh | HCMV antiviral | LmPK inhibitor | AmpC inh no detg
CC(=NNC(=S)N1CCCC1)c1ccccn1 across the screens: 88%[activator] | / | / | -21% | -99* | / | /
Cc1cc(C(=O)NNC(=O)Nc2ccc(Cl)cc2)no1 across the screens: 73%[activator] | 3% | 9% | 3% | 86 | 2% | -22%
S=C(NCc1ccc(Cl)cc1)Nc1ccccc1Cl across the screens: 10%[2.32 µM] | -17% | -5% | -4% | ? | 1% | -26%

Screening data deposited in PubChem by National Center for Advancing Translational Sciences (NCATS).
